PPARg SRC-2 ag: agonists of PPARg-SRC-2 recruitment, primary screen, biochemical, HTS. PPARgamma LBD-SRC-2 recruitment. AID 1032, 2008. activation, % at 8 µM. 0.34% of 200,000 active. Peroxisome proliferator-activated receptor gamma (Homo sapiens), P37231; in the data active means activation above about 22%;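 further: 0% = vehicle and 100% = reference agonist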
Target sequence (P37231 whole entry, looked up, the tested form may be a part): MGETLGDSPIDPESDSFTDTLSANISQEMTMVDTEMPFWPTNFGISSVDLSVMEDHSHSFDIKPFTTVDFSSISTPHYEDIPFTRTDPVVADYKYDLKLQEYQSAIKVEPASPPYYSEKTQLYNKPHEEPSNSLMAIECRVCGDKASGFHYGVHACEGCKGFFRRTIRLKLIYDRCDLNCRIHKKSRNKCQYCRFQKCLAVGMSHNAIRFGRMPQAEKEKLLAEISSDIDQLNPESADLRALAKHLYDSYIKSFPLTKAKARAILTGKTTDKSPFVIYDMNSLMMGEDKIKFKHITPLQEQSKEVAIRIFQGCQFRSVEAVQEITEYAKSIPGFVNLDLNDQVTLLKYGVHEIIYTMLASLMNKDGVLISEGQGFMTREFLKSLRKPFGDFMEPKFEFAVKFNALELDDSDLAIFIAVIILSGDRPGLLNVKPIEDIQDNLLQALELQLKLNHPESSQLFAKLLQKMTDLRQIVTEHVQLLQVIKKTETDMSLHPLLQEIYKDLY
STAT1 inh: STAT1 signaling inhibitors, primary screen, cell-based, HTS, luciferase reporter; NIH 3T3 STAT1-luciferase reporter, IFN-gamma, luminescence; inhibition, % at 5.5 µM; 0.35% of 200,000 active;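 active means inhibition above a set limit, the mean inhibition across all tested compounds plus 3 SD, cut at about 34% in these data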;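 further: 0% = IFN-gamma with DMSO and 100% = IFN-gamma with 300 µM nifuroxazide; values of inactives mirror those of a sister screen read the other way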
PPARg SRC1 recr: PPARgamma agonists recruiting SRC-1 coactivator, primary screen, biochemical | activation, % at 8 µM | PPARgamma-SRC-1 coactivator recruitment biochemical assay | Peroxisome proliferator-activated receptor gamma (Homo sapiens), P37231 | 0.41% of 200,000 active; in the data active means activation above about 19%;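 further: 0% = DMSO and 100% = reference agonist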
S1P3 antag: S1P3 receptor antagonists, primary screen, cell-based | Sphingosine 1-phosphate receptor 3 (Homo sapiens), Q99500 | CHO S1P3 NFAT-BLA reporter, FRET fluorescence, antagonist mode | AID 485, 2006 | 0.27% of 170,000 active | inhibition, % at 4.98 µM;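 active means inhibition above the plate cutoff, the mean inhibition of test wells on that plate plus 3 SD, cut at about 28% in these data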;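 further: cells challenged with S1P at its EC80 of 0.8 µM; blue over green emission ratio from cleaved BLA substrate after 4 h stimulation; 0% = S1P-stimulated wells and 100% = unstimulated DMSO-only wells; some compounds past the cut are filed as inactive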
PPARg SRC3 recr: PPARgamma agonists recruiting SRC-3 coactivator, primary screen, biochemical; Peroxisome proliferator-activated receptor gamma (Homo sapiens), P37231; biochemical PPARgamma/SRC-3 coactivator recruitment assay; activation, % at 8 µM; 0.26% of 200,000 active; in the data active means activation above about 23%;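 further: 0% = DMSO and 100% = reference agonist; some compounds past the cut are filed as inactive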
RAM network inh: inhibitors of the yeast RAM network, primary screen, dse1pr::URA3 reporter, 5-FOA selection. S. cerevisiae dse1pr::URA3 reporter, 5-FOA growth OD615, 2 d; analog-sensitive cbk1-as2 kinase mutant strain. inhibition, % at 50 µM. 1.8% of 190,000 active. AID 868, 2007;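 active means inhibition above a set limit, 3 SD over mean compound inhibition, cut at about 8.4% in these data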;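 further: 0% = DMSO-only wells with no growth and 100% = 10 µM 1-NA-PP1 full growth; inhibition rescues growth on 5-FOA so higher OD means more RAM inhibition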
ROMK primary: ROMK potassium channel modulators, primary screen, cell-based, thallium flux, MLSMR library | ATP-sensitive inward rectifier potassium channel 1 (Homo sapiens), P48048 | 2% of 130,000 active | B-score at 10 µM | Tet-inducible ROMK, thallium flux fluorescence; actives lie on both sides;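 active means signal ratio slope over the read window, or its plate-corrected B-score, at least 3 SD from the plate mean, either direction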;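 further: B-score of the F/F0 ratio slope over 7 to 12 s after thallium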
Target sequence (P48048 whole entry, looked up): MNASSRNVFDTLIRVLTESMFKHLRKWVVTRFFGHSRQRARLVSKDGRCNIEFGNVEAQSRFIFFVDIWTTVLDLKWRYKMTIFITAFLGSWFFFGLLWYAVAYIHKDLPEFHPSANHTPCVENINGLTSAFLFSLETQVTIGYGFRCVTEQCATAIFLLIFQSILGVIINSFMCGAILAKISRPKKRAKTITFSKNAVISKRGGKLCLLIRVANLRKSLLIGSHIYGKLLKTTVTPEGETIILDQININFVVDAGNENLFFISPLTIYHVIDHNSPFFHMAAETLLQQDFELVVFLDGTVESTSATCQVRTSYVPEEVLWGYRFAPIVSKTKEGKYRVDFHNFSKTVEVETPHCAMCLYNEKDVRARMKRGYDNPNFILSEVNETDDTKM
STAT3 act: IL-6 driven STAT3 reporter potentiators, primary screen, U3A cells, luciferase, luminescence, MLSCN library; IL-6 STAT3-luciferase reporter; 100% = signal with IL-6 EC80 alone; activation (% of control), % at 5.6 µM; 0.91% of 190,000 active; AID 871, 2007;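 active means activation above the screen-wide mean of compound activation plus 3 SD, cut at about 130% in these data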;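 further: 0% = background luminescence of wells with medium and substrate only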
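Test system: human U3A cells carrying STAT3-luciferase construct; control set: IL-6-only wells as 100% reference; timing: compound pre-incubation 1 h before IL-6, then 6 h stimulation at 37 °C; also added: IL-6 stimulus at 33 ng/mL final; evaluation: % activation versus median of IL-6-stimulated wells; detection: reporter luminescence signal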
SRC2 TRFRET art: TR-FRET signal artefacts, primary screen, artefact control for PPARgamma SRC-2 agonist project, biochemical; TR-FRET ratio at 8 µM; 0.4% of 200,000 active; AID 1049, 2008; TR-FRET artefact counter-screen; stronger effect = higher value; in the data active means TR-FRET ratio above about 2000; further: inactives centre near 1500
STAT3 blocker: IL-6 driven STAT3 reporter inhibitors, primary screen, U3A cells, luciferase, luminescence, MLSCN library | inhibition, % at 5.5 µM | 0.89% of 190,000 active | IL-6 STAT3-luciferase reporter; host cell line lacks STAT1;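 active means inhibition above the mean inhibition across all screened compounds plus 3 SD, cut at about 44% in these data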;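 further: 0% = DMSO only wells and 100% = 100 µM nifuroxazide control wells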
TLR4 MyD88 comp: inhibitors of TLR4-MyD88 association in cells, primary screen, cell-based, HeLa CL3-4, BLA complementation, FRET ratio. inhibition, % at 8.4 µM. Toll-like receptor 4 (Homo sapiens) + Myeloid differentiation primary response protein …. HeLa CL3-4 TLR4/MyD88 BLA complementation. 0.18% of 200,000 active; in the data active means inhibition above about 25%;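 further: 0% = vehicle and 100% = reference inhibitor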
* marks the source's active call; other numbers are inactive results; nt = not tested or not shown. Rows were taken by chance (roughly 5.6% active in at least one column).

SMILES | PPARg SRC-2 ag | STAT1 inh | PPARg SRC1 recr | S1P3 antag | PPARg SRC3 recr | RAM network inh | ROMK primary | STAT3 act | SRC2 TRFRET art | STAT3 blocker | TLR4 MyD88 comp
Cn1c(=O)[nH]c(=O)c2c1nc(N1CCOCC1)n2CC(=O)c1ccccc1 | -5 | -3 | -6 | 1 | -6 | -0.3 | 0.31 | 101 | 1574 | 4 | -8
CCc1c(O)nc(SC2CC(=O)N(c3ccccc3)C2=O)[nH]c1=O (configuration not stated) | 9 | 1 | 0 | nt | 9 | -0.4 | nt | 98 | 1707 | 7 | -6
O=C(Nc1cc(S(=O)(=O)Nc2ccc(Cl)cc2)ccc1O)c1ccc(S(=O)(=O)N2CCCCCC2)cc1 | -1 | 5 | 5 | -24 | 1 | 2.7 | -0.064 | 101 | 1521 | 3 | 2
CCOC(=O)c1sc(N/N=C/c2ccccc2)nc1C | 6 | -56 | 4 | -13 | 0 | 6.5 | 0.35 | 111 | 1392 | -11 | -10
COCCN(C(=O)c1ccco1)c1nnc(-c2ccc(OC)c(OC)c2)s1 | -4 | -2 | -4 | nt | -5 | 4.2 | nt | 96 | 1518 | 8 | -11
CCOc1ccc(CN2C(=O)c3ccccc3C2=O)cc1C(=O)Nc1nnc(SCC)s1 | 3 | 5 | 5 | 15 | 1 | 1.9 | 0.11 | 92 | 1755 | 13 | -8
Cc1cccc(NC(=O)C(=O)NCc2ccccn2)c1 | -2 | -19 | -5 | nt | -6 | 1.1 | nt | 105 | 1450 | -1 | 14
Cc1c(C=O)cnn1CCC(=O)O | 3 | -5 | 2 | nt | 1 | nt | nt | 103 | 1736 | 0 | -18
CC1CCN(C(=O)CSc2nnc(CNC(=O)c3ccco3)o2)CC1 | 4 | 9 | 4 | nt | -2 | 1.0 | 0.02 | 96 | 1567 | 4 | -5
CCCc1nc2ccccc2n1Cc1ccccc1OC | -2 | 10 | -7 | 2 | -1 | 0.1 | nt | 100 | 1436 | 5 | -15
CCN(CC)C(=O)CSc1nc2ccccc2c(=O)n1-c1ccccc1OC | 14 | 28 | 3 | 17 | 10 | -0.1 | nt | 84 | 1520 | 20 | 0
COc1ccc(NC2c3ccccc3C(=O)N2c2ccccn2)cc1Cl (configuration not stated) | 15 | 4 | 9 | nt | -4 | 0.9 | nt | 96 | 1744 | 10 | -6
Fc1cccc(CSc2nnc3ccc(-c4ccncc4)nn23)c1 | 8 | -7 | 1 | 8 | 7 | 1.9 | 1.9 | 99 | 1646 | 9 | -11
O=C(/C=C/c1ccc(S(=O)(=O)NCc2ccco2)cc1)NCc1ccccc1Cl | 3 | 11 | 4 | 13 | 0 | 1.7 | nt | 88 | 1577 | 9 | -11
Cn1ncc(Cl)c1C(=O)Nc1cccc(Cl)c1 | -7 | 0 | -3 | nt | 1 | 0.0 | 0.36 | 102 | 1379 | 0 | 0
CC(C)NC(=O)c1cc2n(n1)C(C(F)(F)F)CC(c1ccco1)N2 (configuration not stated) | 10 | 6 | 8 | 2 | 2 | 2.2 | -0.47 | 102 | 1747 | 9 | -8
CC1CCCCN1C(=O)c1ccc(COc2ccc([N+](=O)[O-])cc2)o1 (configuration not stated) | 4 | 8 | 7 | 19 | 4 | 1.1 | -0.67 | 106 | 1497 | -8 | 1
Nc1c(C(=O)N2CCCC2)sc2nc3c(cc12)CCCCCC3 | -7 | -50 | -4 | -2 | 4 | 3.0 | -0.073 | 104 | 1379 | -3 | -2
O=C(c1cc2c(s1)CCCC2)N1CCN(c2ccccc2)CC1 | 0 | -8 | -2 | -17 | 2 | 0.5 | -0.094 | 99 | 1470 | 12 | -20
CC1CC(C)CN(S(=O)(=O)c2ccc(C(=O)NCc3ccc4c(c3)OCO4)cc2)C1 (configuration not stated) | 7 | 0 | 0 | nt | -5 | 0.7 | -1 | 98 | 1425 | 0 | 7
Cc1ccc(-c2cc(-c3ccccc3)c3c(N)c(S(C)(=O)=O)sc3n2)cc1 | -8 | -1 | -1 | nt | -2 | 2.7 | 0.7 | 86 | 1461 | 18 | 28*
CCCCn1c2ccc(F)cc2c2nnc(NN)nc21 | -1 | 0 | 0 | -10 | 1 | 0.4 | 0.62 | 106 | 1790 | -1 | 13
CC1CCC/C(=N/NC(=O)c2ccccc2-n2cccc2)C1 (configuration not stated) | -4 | 2 | -4 | -3 | -7 | -0.4 | -0.71 | 96 | 1513 | 3 | 0
O=C(CSc1nn(-c2ccc(F)cc2)c(=S)s1)N1CCN(C(=O)c2ccco2)CC1 | 2 | -2 | 5 | 14 | -1 | 1.9 | 1.5 | 104 | 1723 | 0 | -2
O=C(/C=C/c1ccccc1)Nc1scc(-c2ccccc2)c1C(=O)O | 2 | -19 | 0 | 1 | 1 | 4.3 | 0.25 | 92 | 1405 | 12 | -15
COCCCNC(=O)CCn1c(=O)c2ccccc2n(CC(=O)Nc2c(C)cccc2C)c1=O | 14 | -4 | 9 | -21 | 7 | 4.2 | nt | 102 | 1672 | 4 | 1
CCCCSc1nnc([C@@H](NC(=O)OC(C)(C)C)C(C)C)o1 | 1 | 10 | -3 | 5 | -4 | 0.1 | nt | 104 | 1646 | 1 | -4
Cc1ccnc(NC(=O)C2(c3cccs3)CCOCC2)c1 | -1 | -7 | 7 | 3 | -3 | 0.0 | nt | 107 | 1482 | -4 | 0
Cc1ccc(NC(=O)CSc2n[nH]c(-c3ccncc3)n2)cc1 | -6 | 0 | 7 | -8 | 7 | 2.0 | -1.1 | 101 | 1409 | 6 | 1
C/C(=N/NC(=O)c1ccccc1)c1ccc(NC(=O)C(F)(F)F)cc1 | 8 | -12 | 2 | 5 | 0 | 1.8 | 1.2 | 98 | 1513 | 7 | -8

Exported as comma-separated lines: entries from further up
Structure,PPARg SRC-2 ag,STAT1 inh,PPARg SRC1 recr,S1P3 antag,PPARg SRC3 recr,RAM network inh,ROMK primary,STAT3 act,SRC2 TRFRET art,STAT3 blocker,TLR4 MyD88 comp
O=C(c1cc2c(s1)CCCC2)N1CCN(c2ccccc2)CC1,0,-8,-2,-17,2,0.5,-0.094,99,1470,12,-20
CC1CC(C)CN(S(=O)(=O)c2ccc(C(=O)NCc3ccc4c(c3)OCO4)cc2)C1 (configuration not stated),7,0,0,nt,-5,0.7,-1,98,1425,0,7
Cc1ccc(-c2cc(-c3ccccc3)c3c(N)c(S(C)(=O)=O)sc3n2)cc1,-8,-1,-1,nt,-2,2.7,0.7,86,1461,18,28*
CCCCn1c2ccc(F)cc2c2nnc(NN)nc21,-1,0,0,-10,1,0.4,0.62,106,1790,-1,13
CC1CCC/C(=N/NC(=O)c2ccccc2-n2cccc2)C1 (configuration not stated),-4,2,-4,-3,-7,-0.4,-0.71,96,1513,3,0
O=C(CSc1nn(-c2ccc(F)cc2)c(=S)s1)N1CCN(C(=O)c2ccco2)CC1,2,-2,5,14,-1,1.9,1.5,104,1723,0,-2
O=C(/C=C/c1ccccc1)Nc1scc(-c2ccccc2)c1C(=O)O,2,-19,0,1,1,4.3,0.25,92,1405,12,-15

The list continues:
SMILES | PPARg SRC-2 ag | STAT1 inh | PPARg SRC1 recr | S1P3 antag | PPARg SRC3 recr | RAM network inh | ROMK primary | STAT3 act | SRC2 TRFRET art | STAT3 blocker | TLR4 MyD88 comp
CCOC(=O)N1CCN(Cc2c(F)cccc2F)CC1 | 3 | -1 | 2 | nt | 6 | 1.1 | nt | 100 | 1694 | 3 | 4
CCCCCCCCc1nnc(NC(=O)c2ccco2)s1 | 6 | -3 | 9 | nt | 13 | 0.9 | nt | 110 | 1531 | -11 | 2
Cc1ccc(C(C)C)c(OCc2nnc3n2CCCCC3)c1 | 1 | -2 | -2 | -32 | 8 | -0.6 | -0.81 | 100 | 1451 | 2 | -1
CCCNC(=O)c1cc2nc(-c3ccccc3)cc(C(F)(F)F)n2n1 | 5 | -5 | 2 | nt | 11 | 3.6 | 0.26 | 81 | 1566 | 26 | 0
CC(SCC(=O)NC(C)C1CC2CCC1C2)C(=O)O (configuration not stated) | 0 | 2 | -3 | -2 | -1 | -0.8 | -0.043 | 98 | 1610 | 6 | 5
CCN1CCCC1CNC(=O)C(NC(=O)C1CCC(C)CC1)C(C)C (configuration not stated) | -9 | 2 | -3 | -3 | -14 | 0.3 | -0.38 | 98 | 1563 | 6 | 5
CN(c1nc2ccccc2n2c(-c3ccco3)nnc12)S(=O)(=O)c1ccccc1 | 5 | 1 | -1 | -7 | 1 | 4.8 | 0.24 | 103 | 1848 | 4 | 4
CCN1C2=NCCCN2c2cc(C)c(C)cc21 | 6 | 9 | -10 | -25 | 11 | 0.4 | nt | 95 | 1680 | 11 | -2
Cc1ccccc1NC(=O)c1ccc(N/N=C/c2ccccc2O)c([N+](=O)[O-])c1 | -4 | -4 | -1 | nt | 2 | 8.7* | -0.7 | 106 | 1557 | 1 | 5
Cc1cc(C)c(C#N)c(Oc2ccccc2)n1 | 5 | 0 | 2 | nt | 2 | 4.6 | nt | 87 | 1509 | 19 | -5
C=CCN(CC=C)C(=O)C1CCC(C(=O)N(CC=C)CC=C)CC1 (configuration not stated) | 9 | 2 | -2 | 17 | -5 | 0.2 | -0.21 | 106 | 1555 | -4 | 13
Cc1cc(C)nc(/N=C(\N)N2CCCCC2)n1 | 2 | -7 | 5 | 6 | 3 | 0.1 | 0.39 | 97 | 1757 | 8 | 1
O=C1CCCc2nc(N3CCN(c4ccccc4)CC3)ncc21 | 8 | 2 | 12 | -18 | 11 | 1.9 | 0.94 | 89 | 1650 | 15 | 6
